Screening data: PubChem BioAssay, National Center for Advancing Translational Sciences (NCATS)
GLA spleen mod: inhibits or activates alpha-galactosidase in human spleen homogenate. 240,000 tested, 0.008% active. Potency, µM (top dose mostly 80 µM), without a hit: at the highest dose activity change, negative = inhibition, usual class: inhibitors. P06280. human spleen homogenate, 4MU-alpha-Gal fluorescence, 40 min;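 note: 0% = enzyme with vehicle and -100% = no enzyme basal signal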
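qHTS titration in buffer at pH 5.0. Alpha-galactosidase activity in spleen homogenate was measured via 4-methylumbelliferone release from 1 mM fluorogenic substrate after 40 min at 37C and a pH 10 stop. AC50 came from Hill fits of control-normalized data.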
L3MBTL1 inh: inhibitors of human L3MBTL1. 230,000 tested, 0.66% active. AlphaScreen L3MBTL1–H3K9me1 peptide binding. Potency, µM (top dose mostly 57.1 µM), inactives show top-dose activity, negative = inhibition, actives largely listed as inhibitors. AID 485360. Q9Y468; note: nearly all actives have a fitted effect of over 60% in size
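First, the protein-peptide complex forms for 30 min at room temperature (L3MBTL1 50 nM, biotinylated H3K9me1 peptide 75 nM). Next, compounds are pin-transferred and incubated 30 min. Finally, AlphaScreen beads are added and read after 30 min.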
Tau fibril ThT: inhibitors of human tau fibril formation, thioflavin T binding | AID 1460 | recombinant tau K18 P301L, heparin-induced fibrillization, ThT fluorescence | P10636 | 270,000 tested, 2.1% active | Potency, µM (top dose mostly 57.4 µM), without a hit: top-dose activity, negative = inhibition, actives largely listed as inhibitors; note: nearly all actives have a fitted effect of over 55% in size
Target sequence (P10636 561-689 P618L limits assumed): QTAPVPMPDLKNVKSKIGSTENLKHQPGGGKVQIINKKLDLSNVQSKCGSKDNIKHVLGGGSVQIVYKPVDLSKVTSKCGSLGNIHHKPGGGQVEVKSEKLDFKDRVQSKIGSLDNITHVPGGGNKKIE
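Tau K18 P301L fragment (15 uM unlabeled plus 0.24 uM Alexa 594-labeled) in 100 mM sodium acetate pH 7 with compound, fibrillization induced by 20 uM heparin for 6 hr at 37 C. Thioflavin T (30 uM) added, fluorescence read after 1 hr (ex 450, em 510 nm).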
TexasRed fluor: alters Texas Red total fluorescence, flagging assay interference | Potency, µM (top dose mostly 106 µM), inactives show at the top dose fluorescence change, negative = quenching | 280,000 tested, 0.29% active | TRb/SRC2 Texas Red total fluorescence interference; active = well fitted curve in either direction with a large enough effect; inconclusive = small, poorly fitted or top-dose-only effect
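Human TRb ligand-binding domain at 0.6 uM with 20 nM Texas Red SRC2 peptide in Tris buffer containing 1 uM T3 and 5% DMSO, incubated with compound 5 h at ambient temperature. Total fluorescence (555/632 nm) calculated as parallel + 2 × perpendicular.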
ALDH1A1 block: inhibitors of human aldehyde dehydrogenase 1A1. P00352. Purified ALDH1A1, NADH fluorescence, propionaldehyde substrate. Potency, µM (doses to about 75.3 µM), without a hit: at the highest dose activity, negative = inhibition, most hits filed as inhibitors. 220,000 tested, 7.3% active. AID 1030; active = well fitted inhibition curve with a large enough effect, not every such curve was filed as active; inconclusive = small, poorly fitted or top-dose-only effect, or another doubt; inactive = no such curve, though single readings can be large or run the other way;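 note: plate controls were no enzyme wells and a reference inhibitor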
Target sequence (P00352 whole entry, looked up): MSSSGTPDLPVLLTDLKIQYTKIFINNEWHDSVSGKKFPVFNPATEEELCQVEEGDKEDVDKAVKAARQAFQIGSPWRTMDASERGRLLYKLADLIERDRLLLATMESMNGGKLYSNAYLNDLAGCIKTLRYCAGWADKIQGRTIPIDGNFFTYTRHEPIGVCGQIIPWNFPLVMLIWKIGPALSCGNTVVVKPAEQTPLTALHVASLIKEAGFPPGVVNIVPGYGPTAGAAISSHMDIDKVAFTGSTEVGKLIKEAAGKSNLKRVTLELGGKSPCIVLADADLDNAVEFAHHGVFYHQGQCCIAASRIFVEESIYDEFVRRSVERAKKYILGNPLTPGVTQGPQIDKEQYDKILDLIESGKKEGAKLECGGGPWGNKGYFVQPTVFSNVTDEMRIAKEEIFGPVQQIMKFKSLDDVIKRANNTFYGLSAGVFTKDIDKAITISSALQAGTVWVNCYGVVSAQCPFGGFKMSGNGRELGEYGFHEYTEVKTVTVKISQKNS
Tau fluor counter: counter-screen for tau fibril formation inhibitors; Potency, µM (highest dose often 57.7 µM), for the others: at the highest dose activity change, negative = decrease; 280,000 tested, 0.93% active; tau K18 P301L Alexa594 fluorescence, heparin fibrillization; note: nearly all actives have a fitted effect of over 55% in size
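Human tau K18 P301L (15 uM unlabeled, 0.24 uM Alexa 594-labeled) in 100 mM sodium acetate pH 7 with 20 uM heparin, 6 hr at 37 C. ThT 30 uM added, 1 hr ambient; Alexa 594 FP and total fluorescence read at 555/632 nm.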
TRb SRC2 PPI: inhibitors of human thyroid hormone receptor beta-SRC2 interaction | AID 1469 | TRbeta-SRC2 peptide binding, fluorescence polarization; receptor liganded with 1 µM T3 | Potency, µM (titrated, usually from 106 µM), for inactives: at the top dose activity change, negative = inhibition, usual class: inhibitors | 280,000 tested, 0.065% active | P10828;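 note: plate controls were bound peptide for no effect and peptide without receptor for full effect; nearly all actives have a fitted effect of over 50% in size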
Target sequence (P10828 whole entry, looked up): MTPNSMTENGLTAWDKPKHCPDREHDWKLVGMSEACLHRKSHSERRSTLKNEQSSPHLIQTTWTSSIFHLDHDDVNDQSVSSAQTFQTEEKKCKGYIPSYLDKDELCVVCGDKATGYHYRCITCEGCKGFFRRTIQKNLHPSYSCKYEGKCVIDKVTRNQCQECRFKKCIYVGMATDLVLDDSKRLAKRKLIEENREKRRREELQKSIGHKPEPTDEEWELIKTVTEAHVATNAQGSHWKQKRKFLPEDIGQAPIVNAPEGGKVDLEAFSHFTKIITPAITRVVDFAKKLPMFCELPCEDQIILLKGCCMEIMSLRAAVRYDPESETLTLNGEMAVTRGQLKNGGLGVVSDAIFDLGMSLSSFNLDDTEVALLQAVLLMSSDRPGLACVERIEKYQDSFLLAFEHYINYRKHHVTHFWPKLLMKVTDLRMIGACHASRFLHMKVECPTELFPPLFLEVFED
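Read-out is fluorescence polarization (555 nm excitation, 632 nm emission) of a Texas Red SRC2 coactivator peptide; loss of signal reflects blocked binding to human TRb ligand-binding domain in the presence of 1 uM T3.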
Tau FP inhib: blocks human tau fibril formation measured by polarization | P10636 | K18 P301L tau heparin fibrillization, Alexa594 FP, 6 h | Potency, µM (doses to about 57.7 µM), without a hit: at the highest dose activity, negative = inhibition, hits mostly inhibitors | 280,000 tested, 0.39% active | AID 1468; note: nearly all actives have a fitted effect of over 55% in size
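K18 P301L tau (15 uM unlabeled/0.24 uM Alexa 594-labeled, final) + compound + heparin 20 uM final; 100 mM NaOAc pH 7; 6 hr 37 C; ThT 30 uM final added, 1 hr RT; FP ex 555/em 632 nm.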
* marks the source's active call; other numbers are inactive results; ? = inconclusive; / = no result given; & = joins results of further samples; [ ] = remark or other dose. Unless noted, calls come from the whole dose curve; as a rule, active = well fitted curve in the direction sought with a large enough effect; inconclusive = small, poorly fitted or top-dose-only effect, or another doubt; inactive = no such curve, though single readings can be large; an effect the other way counts as inactive or inconclusive. Unless noted, % is set by controls: 0 for no effect and ±100 for the full control effect; potency is the fitted concentration of half-maximal effect.

SMILES	GLA spleen mod	L3MBTL1 inh	Tau fibril ThT	TexasRed fluor	ALDH1A1 block	Tau fluor counter	TRb SRC2 PPI	Tau FP inhib
Cn1ccc(/C=N/N=C2/NC(=O)CS2)n1	-1.1%	/	/	-7.2%	/	-3.0%	1.0%	-3.1%
COc1ccc(Nc2nc3ccccc3n3c(N)nnc23)cc1	/	/	?	-3.9%	/	?	-10.0%	3.8%
CCOC(=O)N1CCN(C(=O)C2CCCN(Cc3nc(-c4ccc(Cl)cc4)oc3C)C2)CC1 (stereo unspecified)	-5.4%	/	-18.1%	-2.0%	?	-10.4%	-3.1%	12.8%
O=C(CNC(=O)c1cccc(F)c1)N/N=C/c1cccc([N+](=O)[O-])c1	0.6%	0.3%	-4.9%	-3.2%	?	-6.9%	4.6%	-1.6%
O=c1c(=O)n(-c2ccccc2)ccn1Cc1c(F)cccc1Cl	/	/	8.6%	-5.7%	/	5.1%	1.9%	-10.8%
N#C/C(=C/c1ccc([N+](=O)[O-])cc1)C(=O)Nc1ccccc1O	3.8%	-6.0%	?	0.4%	7.94µM*	-21.4%	-14.2%	-0.7%
O=C1CCCN1c1ccc(S(=O)(=O)N2CCC(c3ccccc3)CC2)cc1	-5.2%	12.0%	6.0%	-1.9%	10.7%	2.9%	-6.5%	2.7%
C=CCc1c(C)nc(-c2ccccc2)nc1N/N=C(\C)c1ccccc1	5.5%	-5.3%	-10.3%	-5.0%	-8.0%	-27.1%	3.2%	9.5%
Cc1cc(C)nc(NS(=O)(=O)c2ccc(NC(=O)CCCN3C(=O)c4ccccc4C3=O)cc2)n1	4.0%	9.1%	-12.8%	-4.0%	-13.3%	-4.5%	-5.8%	-5.0%
CC(C)CC(NC(N)=O)C(=O)Nc1ccc2c(c1)OCO2 (stereo unspecified)	4.3%	?	?	-0.7%	17.8µM*	-26.8%	-5.3%	6.5%
COc1cc(SC)ccc1C(=O)NCCc1ccccc1	-6.1%	10.7%	?	1.9%	-14.1%	-8.8%	-0.9%	-2.0%
CCOC(=O)C1CCCN(C(=O)C2CCCN(S(=O)(=O)c3ccc4c(c3)oc(=O)n4C)C2)C1 (stereo unspecified)	-2.3%	/	-3.4%	-3.8%	-2.8%	-0.4%	-12.3%	2.9%
COc1ccc(C(=O)CSc2ccccc2C(=O)O)cc1	-1.7%	-2.0%	-5.7%	-1.0%	-1.7%	-2.0%	-1.7%	5.5%
C/C(=N\NC(=O)c1cc(C)[nH]n1)C(C)(C)C	4.5%	9.3%	-6.2%	-0.5%	11.5%	-1.7%	-1.3%	-0.6%
Cc1ccc(Nc2ccccc2)nn1	-8.5%	4.5%	-14.2%	-0.5%	/	-11.6%	-2.3%	5.3%
Cn1c(=NC(=O)COc2ccccc2)sc2cccc(F)c21	0.9%	/	/	-3.7%	/	-14.8%	-1.1%	-2.6%
COc1cccc(OCC(O)CN2CCC(Cc3ccccc3)CC2)c1 (stereo unspecified)	-0.8%	-2.6%	-1.3%	-2.2%	2.0%	-8.1%	-19.9%	-2.4%
Cc1ccc(NC(=O)c2nc(S(C)(=O)=O)ncc2N(Cc2ccco2)Cc2ccco2)cc1	/	/	-7.4%	6.2%	/	-19.2%	-0.8%	-8.4%
CCNC(=O)NC(=O)CN(C)c1ccccc1	3.2%	/	-1.4%	2.2%	-1.5%	-3.7%	1.9%	-12.6%
CCN(CC)c1sc(S(=O)(=O)c2ccccc2)nc1S(=O)(=O)c1ccc(C)cc1	/	/	-0.2%	-1.5%	/	-15.8%	0.7%	-0.7%
COC(=NC(C)C)NC(C)C	6.1%	/	/	-1.4%	/	4.0%	-0.5%	3.3%
CCS(=O)(=O)N1Cc2ccccc2CC1C(=O)Nc1ccccc1OC (stereo unspecified)	8.0%	/	3.5%	0.3%	/	-6.8%	6.3%	-4.8%
C[C@@H](C(=O)NCC1CC1)[C@@H]1C[C@@]1(C)[C@@H](NC(=O)OCc1ccccc1)c1ccccc1	6.8%&-1.3%	-2.3%	-5.1%&-14.0%	-3.8%&-0.5%	-8.7%&-4.5%	-13.3%&-11.9%	-5.0%&0.7%	-1.9%&10.1%
Cc1ccc(NS(=O)(=O)c2ccc(N/N=C/c3ccncc3)c([N+](=O)[O-])c2)c(C)c1	-2.1%	-0.7%	-16.6%	-1.9%	-8.4%	-19.7%	-2.1%	-4.0%
NC(=O)c1ccsc1NC(=O)COC(=O)C1CCCN1C(=O)c1cccs1 (stereo unspecified)	0.8%	-9.5%	-4.0%	1.6%	0.9%	-3.1%	10.1%	2.3%
COc1ccc(N2C(=O)C3C4C=CC(CC4)C3C2=O)c([N+](=O)[O-])c1 (stereo unspecified)	3.0%	2.2%	-12.7%	-0.3%	?	-14.9%	1.7%	-16.5%
COc1ccc(/C=C2\SC(=S)N(C(Cc3ccccc3)C(=O)O)C2=O)cc1 (stereo unspecified)	-4.2%	?	?	-3.4%	?	-7.2%	0.9%	-11.4%
Cc1ccc(NC(=O)CN2CCCN(Cc3ccccc3Cl)S2(=O)=O)c(C)c1	/	/	-6.3%	-1.5%	/	-11.5%	4.5%	5.3%
Cc1oc2ncnc(N3CCOCC3)c2c1C(=O)NCCc1ccccc1	/	/	4.3%	3.3%	/	-1.3%	-1.8%	-5.2%
O=C(Cn1c(=O)n2nc(-c3cccc(F)c3)nc2c2ccccc21)N1CCN(c2ccccc2F)CC1	/	/	-6.9%	1.9%	/	-4.5%	-13.7%	2.6%
NS(=O)(=O)c1ccc(CNC(=O)C2(c3ccc(Cl)cc3)CC2)cc1	0.5%	-5.0%	5.3%	-1.9%	4.3%	1.8%	-2.2%	3.2%
COc1ccc(C(NC(=O)C(C)C)c2ccc3cccnc3c2O)cc1 (stereo unspecified)	5.8%	/	/	-4.0%	/	-5.4%	-2.9%	9.1%
COc1ccc(-c2nnc(SCC(=O)Nc3ncc(C(F)(F)F)cc3Cl)n2CC(C)C)cc1	0.2%	1.5%	-1.9%	0.9%	-6.9%	2.1%	-12.7%	-3.1%
Cc1ccc2nc(Cl)c(CNCc3ccccc3)cc2c1	-3.4%	3.6%	?	-4.9%	5.1%	7.4%	-1.8%	11.8%
COc1ccc(N2CCN(c3nc(-c4cccs4)nc4ccccc34)CC2)cc1	5.6%	/	?	-3.0%	-9.8%	?	6.4%	-3.6%
Nc1ccc2nc(-c3cccs3)[nH]c2c1	?	-12.0%	?	-8.1%	?	?	-8.1%	-1.3%
COC(=O)/C(=C1/Oc2cc3c(cc2S1)OCO3)C(F)(F)F	7.4%	2.3%[11.4 µM]	2.9%	-7.3%	-14.5%	13.1%	-7.3%	9.5%
CCCC1CC(C#N)N(N(C)C)C1=C(C#N)C#N (stereo unspecified)	4.6%	12.4%	-0.7%	1.3%	/	-0.6%	4.5%	-2.8%
C=C(C(C)=O)C(O)c1ccco1 (stereo unspecified)	-15.6%	/	28.2µM*	-0.1%	?	-23.7%	-3.6%	?
COC(=O)C1=C(C)[C@@H](O)[C@@H](C)[C@H](c2c(OC)c(OC)c(C)c(OC)c2OC)O1	12.7%[17.5 µM]	/	-10.0%[11.5 µM]	-6.4%[11.2 µM]	3.7%[13.5 µM]	-8.7%[11.6 µM]	-0.5%[11.2 µM]	-9.6%[11.6 µM]
CCOc1cccc(C(=O)Nc2nccs2)c1	3.0%	-4.8%	-6.5%	2.3%	3.1%	-7.0%	-6.8%	-7.7%
C=CCNCCCCOc1ccccc1	-3.1%	3.0%	5.1%	-0.6%	-2.4%	0.3%	-5.5%	4.6%
CCN(C(=O)CSc1nnc(Cc2ccccc2F)n1N)C1CCS(=O)(=O)C1 (stereo unspecified)	-0.4%	/	-7.2%	-0.8%	-4.9%	-8.3%	-1.3%	3.4%
Cc1cc(C)n(-c2ncnc3ccccc23)n1	0.6%	/	-0.1%	-0.9%	9.3%	0.5%	-11.9%	1.5%
Cc1ccc(C(c2nnnn2C2CCCC2)N2CCc3ccccc32)cc1 (stereo unspecified)	-2.8%	-12.8%	?	2.6%	?	-27.5%	1.8%	6.4%
O=C(NC1CC1)C1=C[C@H](c2csc3ccccc23)C[C@H](OCc2ccc(CO)cc2)O1	-2.1%	/	-10.4%	-0.1%	/	-6.1%	7.0%	0.4%
CCOC(=O)c1ccccc1NC(=O)Cn1c(-c2nonc2N)nc2ccccc21	2.6%	2.0%	-9.7%	-2.1%	4.8%	?	0.2%	?
Fc1ccc(NCc2nnc(SCc3nnc(-c4ccccc4)o3)n2Cc2ccccc2)cc1	-1.7%	-1.7%	-10.6%	0.6%	-13.5%	-11.7%	-7.4%	3.8%
CCCCOC(=O)c1ccc(NC(=O)c2cc(-c3cccs3)on2)cc1	/	/	?	-53.5%	/	-1.0%	-6.4%	-6.2%
O=C(NCCc1ccc(Cl)cc1)Nc1ccc(F)cc1	3.7%	7.4%	6.1%	-0.4%	12.4%	-10.0%	-2.2%	-2.5%
Cc1ccc(N=N/C(=C\O)C(=O)c2ccncc2)cc1	-4.1%	/	28.2µM*	-6.4%	3.98µM*	-25.0%	-11.1%	-2.5%
COc1ccc(C)cc1S(=O)(=O)NCC(c1cccs1)S(=O)(=O)c1ccc(C)cc1 (stereo unspecified)	/	/	-4.6%	0.5%	/	-26.3%	-4.0%	-0.8%

No new results follow: an excerpt of the list.
SMILES	GLA spleen mod	L3MBTL1 inh	Tau fibril ThT	TexasRed fluor	ALDH1A1 block	Tau fluor counter	TRb SRC2 PPI	Tau FP inhib
Fc1ccc(NCc2nnc(SCc3nnc(-c4ccccc4)o3)n2Cc2ccccc2)cc1	-1.7%	-1.7%	-10.6%	0.6%	-13.5%	-11.7%	-7.4%	3.8%
CCCCOC(=O)c1ccc(NC(=O)c2cc(-c3cccs3)on2)cc1	/	/	?	-53.5%	/	-1.0%	-6.4%	-6.2%
O=C(NCCc1ccc(Cl)cc1)Nc1ccc(F)cc1	3.7%	7.4%	6.1%	-0.4%	12.4%	-10.0%	-2.2%	-2.5%
Cc1ccc(N=N/C(=C\O)C(=O)c2ccncc2)cc1	-4.1%	/	28.2µM*	-6.4%	3.98µM*	-25.0%	-11.1%	-2.5%
